# Abeta rescue: A-beta toxicity reversal in yeast; yeast expressing A-beta42, growth rescue, OD600, 48 h; response scale: 0% DMSO, 100% iron-clioquinol control; Potency, µM (doses to about 46.1 µM), for inactives: at the highest dose growth rescue, usual class: activators; 0.063% of 410,000 active; AID 1347071; also: potency is read from the fitted curve at half-maximal effect; nearly all actives have a fitted effect of over 55% in size
#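 Growth rescue measured by 600 nm absorbance after 48 h yeast culture at 30 C with compound. Values normalized between DMSO and an equimolar ferric chloride plus clioquinol control.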
# FUS suppressor: suppressors of FUS proteinopathy in yeast; Potency, µM (top dose mostly 76.6 µM), for inactives: top-dose growth rescue (activation), most hits filed as activators; 0.24% of 390,000 active; S. cerevisiae FUS-expressing, growth rescue, OD600, 24 h; AID 1347120;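 also: potency is read from the fitted curve at half-maximal effect; plate controls were DMSO vehicle for no effect and reference control for full effect; nearly all actives have a fitted effect of over 55% in size; some results filed as inactive show a strong effect at the top dose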
#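 Galactose (2%) drives FUS expression in yeast precultured in raffinose; seeding density OD 0.005. Test compounds incubated 24hr at 30C and 99% humidity before absorbance at 600 nm was measured.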
# PLK1 PBD block: blocks phosphopeptide binding to human PLK1 polo-box domain; P53350; Plk1 PBD binding of FITC phosphopeptide, fluorescence polarization; Potency, µM, for the others: max response, negative = inhibition, actives largely listed as inhibitors; 2.8% of 360,000 active; AID 720504; also: potency is read from the fitted curve at half-maximal effect; series mostly up to about 57 µM; % is scaled to controls: 0 for no effect and ±100 for the full control effect; nearly all actives have a fitted effect of over 65% in size
# Target sequence (P53350 whole entry, looked up, the tested form may be a part): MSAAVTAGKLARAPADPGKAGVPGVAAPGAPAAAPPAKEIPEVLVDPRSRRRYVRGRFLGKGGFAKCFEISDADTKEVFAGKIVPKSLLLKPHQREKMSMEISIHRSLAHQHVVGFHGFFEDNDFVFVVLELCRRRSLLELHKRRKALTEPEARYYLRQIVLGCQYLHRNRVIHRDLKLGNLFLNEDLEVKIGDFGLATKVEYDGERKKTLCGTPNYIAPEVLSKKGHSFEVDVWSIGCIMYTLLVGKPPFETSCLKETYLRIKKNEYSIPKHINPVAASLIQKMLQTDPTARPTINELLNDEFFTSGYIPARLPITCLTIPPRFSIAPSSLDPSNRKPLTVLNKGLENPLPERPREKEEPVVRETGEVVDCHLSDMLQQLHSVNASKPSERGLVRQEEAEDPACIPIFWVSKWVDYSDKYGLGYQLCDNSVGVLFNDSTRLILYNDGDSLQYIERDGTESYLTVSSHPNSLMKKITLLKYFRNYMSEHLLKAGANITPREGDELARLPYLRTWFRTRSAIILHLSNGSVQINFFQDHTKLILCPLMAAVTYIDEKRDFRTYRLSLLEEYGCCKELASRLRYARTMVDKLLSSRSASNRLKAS
# EPAC1 ag: EPAC1 (human) agonism | Potency, µM (series often up to 154 µM), for inactives: top-dose activation, hits mostly activators | EPAC1 agonist qHTS, biochemical assay; response scale: 100% = response to 6.5 mM cAMP | 0.073% of 360,000 active | AID 720707 | O95398; also: potency is read from the fitted curve at half-maximal effect; nearly all actives have a fitted effect of over 60% in size
#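 Nucleotide exchange by EPAC1 (100 nM) on Rap1B–BODIPY-GDP (250 nM) in the presence of 50 uM GDP is tracked fluorescently at 480/540 nm over 30 min. Signals are normalized to a 6.5 mM cAMP control.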
# WRN inhibitor: blocks human WRN helicase; Potency, µM (top dose mostly 114 µM), for the others: top-dose activity change, negative = inhibition, actives largely listed as inhibitors; WRN helicase unwinding, fluorescent forked duplex, kinetic; 0.46% of 360,000 active; AID 651768; also: potency is read from the fitted curve at half-maximal effect; % is scaled to controls: 0 for no effect and ±100 for the full control effect; nearly all actives have a fitted effect of over 55% in size
#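 Fluorescence dequenching readout, ex 525 nm/em 598 nm, kinetic mode: forked duplex DNA (100 nM final) with adjacent fluorophore and quencher unwound by WRN (20 nM final) with 2 mM ATP. Compound preincubation 15 min, room temperature.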
# PI5P4Ka inh: inhibitors of human PI5P4K alpha; PI5P4Kalpha enzyme, ADP-Glo luminescence, 60 min; stronger effect = lower value; max response, %; 1.2% of 330,000 active; AID 652105; active = max response of -50% or lower; inconclusive = between -30% and -50%; inactive = -30% or higher; also: value at the top dose of about 77 µM; % is scaled to controls: 0 for no effect and ±100 for the full control effect
#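 Luminescence from ADP-Glo served as readout of PI5P4Kalpha activity in a qHTS format. Reaction: enzyme, substrate, compound, ATP at 5 microM final, 60 min at RT.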
# IL2 activator: activates IL-2 in a cell-based reporter assay | IL-2 activation reporter assay, cell-based qHTS; stimulated with anti-CD3/CD4/CD28 beads; in transgenic mouse T cells | activation, % (series mostly up to about 46 µM) | 0.065% of 360,000 active; in the data active = activation above about 50%; inconclusive = mostly about 30% to 49%; also: 0% is about no effect
#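 Using fluorescent plate cytometry, EGFP and DsRed are detected in transgenic mouse T cells stimulated 18 h at 37 degrees C with antibody-coated beads after 60 min compound pretreatment.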
# EPAC1 antag: blocks human EPAC1 exchange factor | EPAC1 GEF assay, Rap1b-BODIPY-GDP exchange fluorescence | Potency, µM (top dose mostly 115 µM), inactives show top-dose activity change, negative = inhibition, usual class: inhibitors | 0.14% of 360,000 active;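 also: potency is read from the fitted curve at half-maximal effect; plate controls were vehicle for no effect and positive control for full effect; nearly all actives have a fitted effect of over 50% in size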
# An asterisk follows results filed as active; u = inconclusive; x = no result given; [ ] = dose if it differs, or a comment. Unless noted, calls follow the shape of the dose curve; as a rule, active = well fitted curve in the direction sought with a large enough effect; inconclusive = small, poorly fitted or top-dose-only effect, or another doubt; inactive = no such curve, though single readings can be large; an effect the other way counts as inactive or inconclusive. Compounds were not picked by outcome. About 4.1% of those tested had a hit in this group.
no.	Compound	Abeta rescue	FUS suppressor	PLK1 PBD block	EPAC1 ag	WRN inhibitor	PI5P4Ka inh	IL2 activator	EPAC1 antag
1	Cc1ccc(-c2nnn(CC(=O)N(CCO)C(C(=O)NC(C)(C)C)c3ccncc3)n2)cc1 (stereo not drawn)	4%	-2%	-8%	4%	-2%	x	0.2	4%
2	O=C(COC(=O)COc1ccc(Br)cc1)NCCC1=CCCCC1	-3%	13%	3%	-15%	0%	14	0.0	-8%
3	O=C(CCC(=O)N/N=C/c1ccc(Br)o1)N/N=C/c1ccc(Br)o1	-7%	-28%	-17%	13%	-6%[57.1 µM]	-2	0.0	-5%
4	Cc1ccc(-n2c(C)n[nH]c2=S)cc1	-5%	9%	-7%	-8%	-3%	-24	-1.5	0%
5	COC(=O)[C@@]12C[C@@H](CC(=O)N3CCOCC3)C(=O)N(Cc3ccco3)C1=CCC(C)(C)C2	-6%	17%	-11%	3%	2%	0	-0.1	-2%
6	COc1ccc(Nc2nc(N)nc(CN3CCN(c4ccc(F)cc4)CC3)n2)cc1	-1%	30%	-1%	-7%	5%	3	0.3	-15%
7	COc1ccc(-c2c(NC(=O)c3ccco3)oc3ccc(Cl)cc3c2=O)cc1	-11%	5%	-6%	-13%	-4%	-5	-4.5	3%
8	O=C1NC(=Nc2ccccc2)SC1Cc1ccccc1 (stereo not drawn)	-6%	5%	-3%	-5%	-8%	2	-3.3	-11%
9	N#CC1=C(N)NC(SCC(=O)O)=C(C#N)C12CCCC2	3%	-4%	-14%	12%	-32%	-26	0.0	0%
10	O=C(c1cnccn1)N(Cc1cccs1)C1(C(=O)NC2CCCCC2)CCCCC1	-1%	29%	-7%	-16%	5%	4	-0.2	-8%
11	Fc1ccc(NC(=S)Nc2cccc3ccccc23)cc1F	u	18%	-22%	-9%	17%	-10	0.0	-14%
12	COc1ccc(-c2cc3nc4ccccc4n3c(N)c2C#N)cc1	-40%[inhibitor]	6%	-22%	5%	-8%	-12	0.4	-24%
13	CCOC(CCNC(=O)c1cn(CC(C)C)c(=O)c2c1c1ccccc1n2C)OCC	-15%	-4%	-7%	4%	4%	2	-0.6	-15%
14	Cc1ccc(CNC(=O)CSc2nc3ccccc3c(=O)n2CCCO)cc1	11%	6%	-4%	7%	-4%[57.1 µM]	x	-1.5	1%
15	CC1(C)Cc2c(sc(NC(=O)C(=O)N3CCN(CCO)CC3)c2C(N)=O)CO1	9%	-12%	3%	10%	1%	-2	-0.3	-12%

# (list continues)
no.	Compound	Abeta rescue	FUS suppressor	PLK1 PBD block	EPAC1 ag	WRN inhibitor	PI5P4Ka inh	IL2 activator	EPAC1 antag
16	CCc1cccc2c(C(=O)COC(=O)c3ccc([N+](=O)[O-])s3)c[nH]c12	-94%[inhibitor]	20%	-7%	4%	-7%	10	-2.9	-9%
17	CC(=O)[C@@H]1[C@@H](C)N(Cc2ccccc2)C(=O)N[C@H]1c1ccccc1	10%	-10%	-10%	-4%	-9%	-1	-0.6	-13%
18	COCCCNC(=O)C1=CCN(S(=O)(=O)c2ccc(OC)cc2)CC1	3%	-22%	-17%	17%	-9%	0	-1.3	-4%
19	COCCSc1ccccc1C(=O)N1CCc2ccccc21	19%	8%	-21%	-3%	-2%	1	1.2	8%
20	Cc1cc(-n2cnnn2)ccc1C(C)C	-12%	-8%	-15%	-6%	-3%	5	-1.1	9%
21	CCN1CCN(C(c2cc3cccc(C)c3[nH]c2=O)c2nnnn2Cc2ccccc2)CC1 (stereo not drawn)	3%	13%	-14%	10%	-4%	x	-1.9	6%
22	O=C(COC(=O)CCNS(=O)(=O)c1ccccc1)NNC(=O)c1ccccc1	2%	7%	-17%	6%	-2%	-2	2.4	-24%
23	CC1CCN(C2=C(NS(=O)(=O)c3ccccc3)C(=O)c3ccccc3C2=O)CC1	13%	15%	-7%	11%	-12%	9	3.2	u
24	CN(C)C(=O)c1ccc(Nc2ncnc3sc4c(c23)CCCCC4)cc1	u	u	-5%	3%	5%	u	-0.6	12%
25	O=C(COc1ccc(Cl)cc1Cl)NCc1ccncc1	25%	x	-1%	-4%	1%	-1	-0.5	-1%
26	O=C(N/N=C/c1ccc(OCC(=O)N2CCCC2)cc1)C(=O)NC1CC1	x	-18%	-8%	17%	1%	3	0.3	-9%
27	Cc1ccc(/C(N)=N/OC(=O)c2ccc(Cl)cc2Cl)cc1	-50%[inhibitor]	-11%	2%	-7%	-1%	1	2.5	12%
28	CCc1ccc(OCC(=O)N(CC)CC)cc1	4%	4%	-11%	4%	2%	1	0.3	3%
29	O=C(Cc1ccccc1)N1CCc2ccccc21	16%	3%	0%	8%	-8%	x	-2.5	1%
30	CCOC(=O)C1C(c2ccc3c(c2)OCO3)NC(=O)NC1(O)C(F)(F)F (stereo not drawn)	-6%	-21%	3µM*	-5%	-6%	-53*	-1.0	3%

# The list continues:
no.	Compound	Abeta rescue	FUS suppressor	PLK1 PBD block	EPAC1 ag	WRN inhibitor	PI5P4Ka inh	IL2 activator	EPAC1 antag
31	O=C(CSc1nnnn1-c1ccccc1)c1ccc(O)cc1O	5%	-14%	-2%	-12%	-5%	-6	0.5	-14%
32	COc1ccccc1NS(=O)(=O)c1cc(NC(=S)NCC2CCCO2)ccc1C (stereo not drawn)	-7%	12%	-10%	-3%	8%[57.1 µM]	-1	1.0	-10%
33	CCOC(=O)N1CCC(NC(=O)CSCc2nc(-c3ccc(OCC)cc3)oc2C)CC1	12%	6%	-14%	-3%	5%	-4	-1.9	1%
34	CC(=O)c1c(C)nc(-c2ccccc2)n1O	9%	4%	-2%	0%	-5%	x	-1.0	-10%
35	O=C(CNC(=O)c1ccco1)OCC(=O)c1ccccc1	0%	x	0%	-4%	2%	0	0.0	4%
36	C=CCn1nc(C(=O)OCC)cc1-c1sc(NC(=O)c2ccccc2)nc1C	6%	34%	-8%	13%	-5%	-4	3.5	-3%
37	CSCCC(NC(=O)c1ccccc1Cl)C(=O)NCCOc1ccccc1 (stereo not drawn)	11%	12%	-12%	10%	-4%	2	0.3	1%
38	CCOC(=O)[C@]12CCCC=C1N(Cc1ccc(Cl)cc1Cl)C(=O)[C@H](CC(=O)NCCCOC)C2	-1%	38%	2%	-19%	-7%	8	-1.2	u
39	C=CCSC1=N/C(=C/c2ccsc2)C(=O)N1c1ccccc1	-12%	-14%	0%	14%	-1%	5	-0.7	-7%
40	COc1ccc(OC)c(NC(=O)c2ccc(N3C(=O)C4CC=C(C)CC4C3=O)cc2)c1 (stereo not drawn)	-1%	18%	-5%	15%	-3%	3	0.0	10%
41	O=c1[nH]c(SCc2cccc(Cl)c2)nc2c1CCCC2	1%	4%	-6%	-8%	-4%	x	-2.4	11%
42	CC(C)CC(=O)NC(=S)Nc1cc(C(F)(F)F)ccc1N1CCOCC1	u	x	-12%	-30%	-8%	13	-0.5	u
43	C=CCN1C(=O)C(CC(=O)Nc2ccccc2)SC1=Nc1ccc(S(N)(=O)=O)cc1 (stereo not drawn)	22%	5%	-10%	-2%	-3%	x	1.2	-6%
44	Cc1ccc(C(=O)Nc2c3c(nn2-c2ccccc2)CS(=O)(=O)C3)cc1C	10%	x	1%	-11%	-22%	-5	-2.0	-3%
45	COc1ccc(C(=O)c2ccc(N3CCOCC3)cc2)c(OC)c1	-3%	0%	-1%	8%	-8%	-1	-0.6	6%

# Going on with the list:
no.	Compound	Abeta rescue	FUS suppressor	PLK1 PBD block	EPAC1 ag	WRN inhibitor	PI5P4Ka inh	IL2 activator	EPAC1 antag
46	CC(C)C(=O)Nc1cc(S(=O)(=O)N2CCOCC2)ccc1N1CCCCC1	13%	15%	24µM*	6%	3%	-2	0.3	-8%
47	Cc1ccc(NS(=O)(=O)c2ccc3c(c2)CC(=O)N3)c(C)c1	5%	2%	3%	-2%	-1%	-4	-0.7	-2%
48	CC1CCCN(CC(O)COc2ccc(S(=O)(=O)N3CCCC3)cc2[N+](=O)[O-])C1 (stereo not drawn)	-7%	2%	-19%	-4%	1%	-9	0.1	-12%
49	O=C(Nc1cccc(Cl)c1)N1CCN(C2c3ccccc3-c3ccccc32)CC1	12%	2%	-12%	13%	-14%	6	-0.3	-2%
50	COc1ccc(-c2noc(CCC(=O)Nc3cccnc3)n2)cc1OC	-4%	0%	-10%	1%	3%	7	1.7	1%
51	COc1ccc(S(=O)(=O)N2CCOCC2)cc1NC(=O)CN1C(=O)CN(C)C1=O	3%	-3%	-2%	6%	2%	1	1.5	10%
52	COc1ccc(S(=O)(=O)N2CCC(C(=O)N3CCOCC3)CC2)cc1Cl	-1%	8%	-4%	6%	3%	-1	0.2	-2%

# High-throughput results deposited in PubChem BioAssay by National Center for Advancing Translational Sciences (NCATS).
